From PubChem
TAAR1 ag: human TAAR1 agonism; CHO RD-HGA16 TAAR1, Fluo-8 calcium fluorescence; vehicle wells 0%, saturating PEA agonist 100%; hit rate 0.99% among 360,000; activation, % at 3 µM; Q96RJ0;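 active = activation above the mean activation of all test compounds in the run plus 3 SD, cut at about 38% in these data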
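test system = CHO RD-HGA16 cells carrying human TAAR1 plus Gα16 | schedule = 17-24 h seeding, 75 min 37 °C dye, 30 min RT | compound dosing = 3 µM single concentration | control set = DMSO and PEA EC100 | replicates = n 1 | signal = Fluo-8 fluorescence, 5 s baseline then 140 s kinetic read | measure = percent activation vs PEA EC100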
M1 antag: blocks human M1 muscarinic receptor. P11229. inhibition, % at 3 µM. hit rate 1.3% among 360,000. AID 588852. CHO-K1 hM1, Fluo-8 calcium fluorescence, ACh EC80 antagonist;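 active = percent inhibition above its own plate's cutoff, namely the mean of that plate's compound wells plus 3 SD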;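 also: peak over basal fluorescence ratio during 140 s after agonist addition; 0% = ACh EC80 plus DMSO and 100% = DMSO alone without agonist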
Target sequence (P11229 whole entry, looked up): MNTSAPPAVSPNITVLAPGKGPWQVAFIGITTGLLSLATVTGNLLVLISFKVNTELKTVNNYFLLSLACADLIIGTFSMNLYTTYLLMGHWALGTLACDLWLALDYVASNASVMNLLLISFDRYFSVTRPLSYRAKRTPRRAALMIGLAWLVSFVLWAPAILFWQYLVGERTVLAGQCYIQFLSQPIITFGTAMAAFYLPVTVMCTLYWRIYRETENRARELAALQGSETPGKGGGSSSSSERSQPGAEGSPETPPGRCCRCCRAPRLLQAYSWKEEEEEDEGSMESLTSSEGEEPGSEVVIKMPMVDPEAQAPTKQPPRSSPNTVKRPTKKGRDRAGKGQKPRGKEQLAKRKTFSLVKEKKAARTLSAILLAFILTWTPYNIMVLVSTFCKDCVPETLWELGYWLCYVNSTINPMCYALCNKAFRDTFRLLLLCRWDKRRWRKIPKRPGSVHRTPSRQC
CHO-K1 Ca PAM: M1 PAM counterscreen hit in parental CHO-K1 cells. ATP EC20, Fluo-8 calcium fluorescence; 0% at ATP EC20, 100% at ATP max. activation, % at 3 µM. hit rate 0.02% among 360,000;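 active = activation above the run cutoff, the mean activation of all test compounds plus 3 SD, cut at about 40% in these data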;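 also: peak over basal fluorescence ratio in a 140 s read after ATP addition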
OXTR potentiate: human OXTR potentiation. AID 2445. P30559. CHO-OTR cells, Fluo-8 calcium fluorescence, potentiator mode; 0% = oxytocin EC15, 100% = EC100. activation, % at 3 µM. hit rate 0.061% among 320,000;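 active = activation above that plate's cutoff, the mean activation of tested compounds plus 3 SD, cut at about 6.6% in these data, passing the limit was not always enough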;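 also: 100% uses oxytocin at 75 nM as the full agonist control; some results filed as inactive read as strong as hits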
Target sequence (P30559 whole entry, looked up): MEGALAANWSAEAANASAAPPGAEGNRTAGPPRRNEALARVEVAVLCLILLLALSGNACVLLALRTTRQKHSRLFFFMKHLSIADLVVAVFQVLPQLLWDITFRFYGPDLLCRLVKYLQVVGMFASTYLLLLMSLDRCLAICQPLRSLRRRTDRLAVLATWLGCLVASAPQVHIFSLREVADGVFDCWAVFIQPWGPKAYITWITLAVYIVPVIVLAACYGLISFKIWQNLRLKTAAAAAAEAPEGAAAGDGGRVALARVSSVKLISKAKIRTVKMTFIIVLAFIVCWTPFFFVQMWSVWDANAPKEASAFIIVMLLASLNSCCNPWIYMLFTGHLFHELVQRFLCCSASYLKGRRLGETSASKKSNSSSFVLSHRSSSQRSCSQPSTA
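Material: CHO-OTR cells, human receptor; compound dosing: single dose, 3.0 µM nominal final compound concentration; schedule: 6 min compound pre-incubation at room temperature, 100 s kinetic read; measured by: kinetic Fluo-8 calcium fluorescence; read-out basis: % activation vs EC15 and EC100 oxytocin; controls: EC15 oxytocin alone as 0%, 75 nM oxytocin as 100%; replicates: singlicate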
CHRM1 agonist: human M1 muscarinic receptor agonism; P11229; CHO-K1 hM1, Fluo-8 calcium fluorescence, agonist mode; 0% DMSO, 100% acetylcholine EC100; activation, % at 3 µM; hit rate 0.33% among 360,000; AID 588814;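 active = activation above the run's mean compound activation plus 3 SD, cut at about 16% in these data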;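 also: peak over basal fluorescence ratio within a 140 s kinetic read after compound addition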
TAAR1 antag: human TAAR1 antagonism; CHO RD-HGA16 TAAR1, Fluo-8 calcium fluorescence, antagonist; inhibition, % at 3 µM; hit rate 1.5% among 360,000;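 active = inhibition above a per-plate cutoff, the mean inhibition of test compounds on that plate plus 3 SD, cut at about 49% in these data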;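 also: 0% = DMSO plus EC80 beta-PEA response and 100% = DMSO alone without agonist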
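Assay system: CHO-derived RD-HGA16 cells stably expressing human TAAR1 plus Gα16. Timing: 140 s kinetic read after compound, 140 s after agonist. Technique: kinetic Fluo-8 calcium fluorescence measurement. Measure: % inhibition of agonist calcium response.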
CHO-K1 Ca antag: counter-screen for M1 antagonists: effect in parental CHO-K1 cells; ATP-induced calcium, Fluo-8 fluorescence; hit rate 0.6% among 360,000; inhibition, % at 3 µM;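 active = inhibition above a per-plate cutoff, the plate's mean sample inhibition plus 3 SD, cut at about 24% in these data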;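 also: 0% = DMSO plus EC80 ATP and 100% = DMSO alone without ATP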
M1 ag parental: counter-screen for M1 agonists: effect in parental CHO-K1 cells; Fluo-8 calcium fluorescence; scaled to maximal ATP response, vehicle zero; activation, % at 3 µM; hit rate 0.48% among 360,000; AID 602248; in the data active = activation above about 15%;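 also: untransfected CHO-K1 host cells lacking M1 receptor as counterscreen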
CHO parental Ca: counter-screen for OX1R antagonists: effect in parental CHO cells; parental CHO-K1, ATP-induced calcium, Fluo-8 fluorescence; inhibition, % at 5.6 µM; hit rate 0.63% among 330,000; AID 463079;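 active = inhibition above that plate's mean sample inhibition plus 3 SD, cut at about 26% in these data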;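 also: 0% = ATP-challenged DMSO wells and 100% = DMSO wells without ATP; some compounds past the cut are filed as inactive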
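Material – parental CHO cells · Reagent – ATP stimulus · Compound – single nominal dose of 5.6 µM per compound · Detection – Fluo-8 fluorescence · Read-out basis – percent inhibition of calcium signal · Controls – ATP-challenged DMSO wells low, unchallenged DMSO wells high · Repeats – no replicates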
* hit, by the source's call; . = no result given.

SMILES	TAAR1 ag	M1 antag	CHO-K1 Ca PAM	OXTR potentiate	CHRM1 agonist	TAAR1 antag	CHO-K1 Ca antag	M1 ag parental	CHO parental Ca
Cc1cc(N2CCN(S(=O)(=O)c3ccccc3)CC2)nc2c(C)cccc12	0	7	-20	-5	1	-17	11	0.2	-20
COC(=O)c1ccccc1NS(=O)(=O)c1ccc2[nH]c(=O)[nH]c2c1	2	-10	26	-4	-5	3	-7	2.7	-1
CCc1nnc(NC(=O)c2ccc(OCc3c(C)noc3C)c(OC)c2)s1	4	-7	2	-9	0	-7	-15	0.5	-9
CC(C)(C)OC(=O)NCc1ccc(CNC(=O)c2nc[nH]c2C(=O)N2CCc3ccccc3C2)cc1	15	21	-4	-4	-5	48	-2	3.5	-18
NS(=O)(=O)c1cccc(C(=O)NC2CCSc3ccccc32)c1 (configuration not stated)	-1	-10	-18	-10	-2	-5	-16	0.3	-2
CN(C)CCN(C(=O)c1ccc2ccccc2c1)c1nc2ccc(F)cc2s1	.	-17	19	-11	-1	.	-5	0.8	5
Cc1ccc(NC(=O)CSc2nnc(C)c(=O)n2N)cc1	0	3	-9	-14	-5	-29	-7	0.2	-1
O=C(N/N=C/c1cccc2cccnc12)[C@H]1C[C@@H]1c1ccccc1	14	-33	3	-15	7	8	-3	0.1	-13
COc1ccc(SCC(=O)Nc2ccccc2Cl)cc1	9	-3	-11	3	-11	7	13	-0.7	-4
Cc1ccc(CNC(=O)/C=C/c2ccc(S(=O)(=O)N3CCOCC3)cc2)cc1	6	4	9	-1	-5	-2	0	0.3	-12
CCC(=O)c1ccc(OCC(=O)OCC(=O)Nc2c(C)n(C)n(-c3ccccc3)c2=O)cc1	0	-12	2	4	-4	10	-17	1.4	-2
Cc1sc2nc(CN3CCOCC3)nc(Oc3ccc(NC(=O)c4ccco4)cc3)c2c1C	4	-2	6	-1	-2	13	-12	1.4	-7
COC(=O)CC(NC(=O)c1ccc(C)cc1)c1ccc2c(c1)OCO2 (configuration not stated)	0	-20	18	-19	-2	8	-10	0.6	-27
O=C(NCCCN1CCOCC1)/C(=C/c1cccs1)NC(=O)c1ccccc1	-2	2	28	0	-6	-8	-14	0.3	-1
O=C(CCn1cccc1)NC1CCCc2ccccc21 (configuration not stated)	5	-14	12	-2	-5	16	-7	0.5	-9

A different layout for five compounds above:
SMILES,TAAR1 ag,M1 antag,CHO-K1 Ca PAM,OXTR potentiate,CHRM1 agonist,TAAR1 antag,CHO-K1 Ca antag,M1 ag parental,CHO parental Ca
Cc1cc(N2CCN(S(=O)(=O)c3ccccc3)CC2)nc2c(C)cccc12,0,7,-20,-5,1,-17,11,0.2,-20
COC(=O)c1ccccc1NS(=O)(=O)c1ccc2[nH]c(=O)[nH]c2c1,2,-10,26,-4,-5,3,-7,2.7,-1
CCc1nnc(NC(=O)c2ccc(OCc3c(C)noc3C)c(OC)c2)s1,4,-7,2,-9,0,-7,-15,0.5,-9
CC(C)(C)OC(=O)NCc1ccc(CNC(=O)c2nc[nH]c2C(=O)N2CCc3ccccc3C2)cc1,15,21,-4,-4,-5,48,-2,3.5,-18
NS(=O)(=O)c1cccc(C(=O)NC2CCSc3ccccc32)c1 (configuration not stated),-1,-10,-18,-10,-2,-5,-16,0.3,-2

Carrying on.
SMILES	TAAR1 ag	M1 antag	CHO-K1 Ca PAM	OXTR potentiate	CHRM1 agonist	TAAR1 antag	CHO-K1 Ca antag	M1 ag parental	CHO parental Ca
CC(C)N(C(=O)NC(=O)NCC1CCCO1)S(C)(=O)=O (configuration not stated)	10	0	8	-10	-6	8	-6	0.2	-5
COCc1cc(C)nc(NC2CC(C)(C)NC(C)(C)C2)c1C#N	0	-6	8	1	-10	-17	-11	-0.8	-13
O=C(c1c[nH]c2ccccc12)C(O)C(c1ccccc1)N1CCOCC1 (configuration not stated)	9	-6	18	-3	-3	1	-12	0.7	-9
COc1ccc(OC)c(S(=O)(=O)NCc2cn3ccsc3n2)c1	10	-9	-8	4	-5	-8	1	-0.1	13
Cc1ccc(S(=O)(=O)NCCC(=O)NNC(=O)COc2ccccc2Cl)cc1C	10	-14	9	-5	-3	0	-21	-0.2	-23
Cn1c(=O)c2c(ncn2Cc2ccc(Cl)c(Cl)c2)n(C)c1=O	6	-2	10	-7	3	7	-11	5.5	-8
CN1CCc2c1nc1ccccc1c2NC(=O)CN1CCCC1	1	-13	13	4	15	-24	-5	0.0	-3
COc1ccc(-c2oc3c(c2C#CC2(O)CCCCC2)C(OC(C)=O)CCC3)cc1 (configuration not stated)	-1	.	1	.	.	18	-3	1.6	.
COCCN(CC1CCCN(C2Cc3ccccc3C2)C1)C(=O)CCC(N)=O (configuration not stated)	2	47*	17	-2	-10	1	-10	-0.3	-8
Cn1c(=O)c2c(nc(CN3CCOCC3)n2CC(=O)c2ccccc2)n(C)c1=O	12	-44	9	1	1	-10	-3	0.2	-29
NC(=O)C1CCN(C(=O)c2ccc(NS(=O)(=O)c3ccc(Br)s3)cc2)CC1	1	-5	-10	.	1	-30	-3	-0.4	.
O=S(=O)(c1ccc(S(=O)(=O)N2CCCC2)cc1)N1CCCCCC1	2	-7	-10	-2	-5	2	-4	-0.2	6
O=C(CCn1c2c(c3ccccc31)CCCC2)NNC(=O)c1cccc([N+](=O)[O-])c1	4	-4	16	-10	-2	-6	0	3.4	-8
COCCCNCCOCCOc1ccc(C)cc1Br	3	-11	16	-2	-10	-29	-10	0.3	-12
C/C(=N/NS(=O)(=O)c1ccc(C)cc1)c1c(O)c2ccccc2oc1=O	5	-8	6	3	-3	-26	-8	0.4	-10
O=c1c2ccccc2c(-c2ccccc2)nn1Cc1ccccc1	3	1	6	-9	-5	-31	2	0.8	-8
Cc1cccc(NC(=O)CN2CCN(C(=O)c3c(C)nn(Cc4ccccc4)c3C)CC2)c1C	3	-2	13	-1	-3	-14	-16	1.6	-10
CC(=O)c1cccc(-n2nnnc2SCC(=O)N2CCCC2)c1	10	4	-8	-10	-2	2	11	-0.1	-18
COc1ccc(C(=O)O)cc1NC(=S)NC(=O)Cc1ccc(Cl)cc1	9	-14	19	0	0	0	-15	1.4	-2
O=C(CC(c1ccc(F)cc1)c1ccco1)N1CCOCC1 (configuration not stated)	4	13	-2	-7	-3	-12	-11	0.6	-28
CCOc1ccccc1N1CCN(C(=O)CNC(=O)c2ccc(OC)c(OC)c2)CC1	3	-10	-7	-7	-3	1	-4	0.9	-14
Cc1ccc(/C=C/C(=O)Nc2sc3c(c2C#N)CCCC3)o1	4	-4	-17	-5	0	-2	38*	-0.9	-11
Cc1oc2c(cc(NS(=O)(=O)c3ccc(F)cc3)c3ccccc32)c1C(=O)O	0	-15	10	-2	-2	-8	-16	0.8	-17
CCOC(=O)N1CCN(C(=O)C(C)N(c2ccccc2)S(C)(=O)=O)CC1 (configuration not stated)	7	-1	-18	-2	-3	-6	17	-0.3	-4
COC(C(=O)Nc1ccccc1F)c1ccccc1 (configuration not stated)	0	-13	13	-11	-4	-5	-12	0.8	11
N#CCc1c(C#N)c(N)nc(N2CCN(S(=O)(=O)c3ccccc3F)CC2)c1C#N	22	-5	7	-3	-5	14	-12	5.8	16
Cc1cc(-c2nnc(SCC(=O)c3ccc(F)cc3)o2)no1	3	-11	34	-10	-6	7	-14	2.9	-5
Cc1cc(C)c(C(=O)NCC(=O)c2ccccc2)c(C)c1	1	-19	10	3	1	-27	-9	1.0	-11
O=C(CC1SC(N2CCCC2)=NC1=O)Nc1ccc(C(=O)Nc2ccccc2)cc1 (configuration not stated)	1	-11	2	1	-5	-36	-14	1.6	-24
O=C(NC(c1ccc(F)cc1)c1ccc2ccccc2n1)C1CCN(Cc2ccc3ccccc3n2)CC1 (configuration not stated)	18	5	14	.	-6	-14	-7	1.0	.
COc1cc(OC)cc(N(C(=O)C2COc3ccccc3O2)C(C(=O)NC2CCCCC2)c2ccc(O)cc2)c1 (configuration not stated)	2	-8	11	-17	-7	-23	-5	1.1	-13
O=C1NC[C@H](CCCCN2C[C@@H](Cc3ccccc3)N(CC3CCCCC3)C(=O)C2=O)N(CCC2CCCCC2)C1=O	32	.	6	.	.	-12	-16	26*	.
COc1ccc(C(=O)Nc2nnc(S(=O)(=O)N(C)Cc3ccccc3)s2)cc1	1	-3	-12	-3	-1	-10	-19	1.1	-1
COc1ccc(Cl)cc1NC(=O)NC(C)C	0	-13	10	4	-9	-17	-14	1.0	1
COc1ccccc1NC(=O)c1cc(C(=O)Nc2ccccc2OC)n(C)n1	2	-4	7	4	-3	12	-18	0.6	-12
CCOC(=O)c1ccc(NC(=O)N2CCCCCC2)cc1	3	3	5	0	-5	7	-7	1.8	10
O=c1[nH]c(=O)n(Cc2ccccc2)c2nc(-c3ccc(Oc4ccc(F)cc4)c([N+](=O)[O-])c3)n(CCO)c12	0	-15	17	-2	-7	-13	-9	-0.2	-27
CCN(CC)C(=O)COc1ccc(-c2nnc(Nc3ccc(OC)c(C(=O)NC)c3)c3ccccc23)cc1	-1	-5	1	-5	-7	-10	-3	0.3	-24
COc1ccc(O)c(C(=O)c2cnn(C(=O)c3ccc(C)cc3)c2)c1	1	-7	20	-4	-3	4	-9	0.4	-5
Nc1nnn(CC(=O)N/N=C/c2ccccc2Cl)n1	2	-8	26	-3	-1	-25	-17	0.8	-21
COCCN(C(=O)Cc1ccc(OC)c(OC)c1)c1nc(-c2cc(OC)ccc2OC)cs1	0	-18	9	.	-3	-12	-10	-0.5	.
CC1CCCN(C(=O)c2ccccc2OC2CCN(S(C)(=O)=O)CC2)C1 (configuration not stated)	2	8	14	2	-1	7	-12	0.9	-19
Cc1ccc(N/C(N)=N/c2nc(CSc3nnc(C)s3)cc(=O)[nH]2)c(C)c1	1	2	10	-12	-5	8	-6	0.3	-12
FC(F)(F)c1ccccc1-n1c(-c2cnccn2)n[nH]c1=S	4	5	7	-1	-3	-24	-3	0.1	0
FC(F)(F)c1ccccc1N/N=C/c1cccnc1	1	-12	13	-7	-4	-22	-17	0.9	-12
COCCNC(=O)C(c1c[nH]c2ccccc12)N(C(=O)c1snc(C(N)=O)c1N)c1cccc(OC)c1 (configuration not stated)	5	-4	12	-7	-4	30	-11	1.2	-18
Cc1cc(C)c(OCC(=O)OCC(=O)NNC(=O)c2ccccc2F)c(C)c1	1	-1	3	-5	-4	10	-2	-0.2	-6
CS(=O)(=O)NCCNc1ccc(C(F)(F)F)cc1[N+](=O)[O-]	4	-3	-3	-11	-6	-8	-13	2.1	-9
COC(=O)c1cn(CC(=O)N2CCCCC2C)c2ccccc12 (configuration not stated)	10	-12	25	-14	-1	14	-17	0.2	-8
